dFosB act – mouse delta FosB homodimer activation; P13346; purified delta FosB, TAMRA-CDK5 oligo fluorescence polarization; percent of positive-control signal above neutral wells; activation, % at 25 µM; 0.99% of 340,000 active; AID 493131;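 active means mean activation above about 17%, with every replicate also reaching it, limit read from the data, passing the limit was not always enough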;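 further: fluorescence polarization rise as delta FosB binds a TAMRA Cdk5 AP-1 oligo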
MITF act – activators of MITF-driven TRPM1 promoter activity in SK-MEL-5 cells; AID 588334; 0.75% of 300,000 active; SK-MEL-5 TRPM1-promoter luciferase, 24 h; % of positive control, neutral wells = 0; activation, % at 12.5 µM;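 active means mean activation of at least 80% with every replicate also reaching 80%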;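 further: 0% = neutral control wells and 100% = parthenolide positive control wells; values of inactives mirror those of a sister screen read the other way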
CDK5 p35 inh – inhibitors of human CDK5/p35 kinase; Q00535+Q15078; Recombinant CDK5/p35, ADP-Glo luminescence, 60 min; inhibition, % at 10 µM; 0.01% of 330,000 active; AID 488839;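 active means highest replicate inhibition of at least 50% and at least 75% of replicates reaching 50%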;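 further: plate controls were DMSO neutral control for no effect and GW8510 at 10 µM for full effect; many of its hits are not listed in these tables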
PKA-R1A activ – activates the PKA-R1A holoenzyme complex; P00514+P68181; PKA-R1A dissociation, Cy5-IP20 fluorescence polarization; scaled: DMSO 0%, 113 µM cGMP 100%; activation, % at 11.4 µM; 0.083% of 340,000 active; AID 504707;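 active means percent activation above the mean of all tested compounds plus 3 SD, cut at about 19% in these data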;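 further: higher means more PKAc released from R1A so a rise in polarization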
Pemphigus Ab inh – human desmoglein-3 autoantibody binding inhibition. 0.48% of 310,000 active. P32926. DSG3-coupled beads, scFv-anti-DSG3-GFP binding, flow cytometry; active compounds read low. binding (percent of control), % at 10 µM;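 active means binding more than 3 SD below its plate's average and above zero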;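 further: hits lower antibody fragment binding to DSG3; some compounds called inactive have numbers as strong as hits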
Arrestin-AP2 inh – human beta-arrestin and AP2 interaction inhibition | FITC-arrestin peptide / GST-AP2 beads, flow cytometry; AP2 beta2 appendage carries R879A mutation | inhibition, % at 10 µM | 0.31% of 340,000 active | AID 504490;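 active means inhibition above a set limit, near 3 SD of compounds lacking own fluorescence, cut at about 54% in these data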;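 further: plate controls were DMSO wells for no effect and 5 µM unlabelled arrestin peptide for full effect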
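system = GST-tagged AP2 beta2-adaptin appendage (R879A) on 4 µm glutathione beads | reagent = FITC-labelled arrestin peptide probe, 50 nM final | schedule = compound with beads 12 min RT, then probe 1 h RT | signal = HyperCyt-sampled flow cytometry, FL1 channel, ex 488/em 535 nm | read-out = percent response from loss of bead-bound FITC fluorescence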
SR-BI HDL uptake – mouse SR-BI HDL lipid transfer inhibition; Q61009; AID 488896; inhibition, % at 12.5 µM; 0.96% of 320,000 active; ldlA[mSR-BI] CHO cells, DiI-HDL uptake fluorescence, 3 h;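 active means mean replicate inhibition of at least 70% and a set share of replicates each scoring 70 or more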;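 further: 0% = median of neutral control wells and 100% = median of positive control wells; values of inactives mirror those of a sister screen read the other way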
Target sequence (Q61009 whole entry, looked up): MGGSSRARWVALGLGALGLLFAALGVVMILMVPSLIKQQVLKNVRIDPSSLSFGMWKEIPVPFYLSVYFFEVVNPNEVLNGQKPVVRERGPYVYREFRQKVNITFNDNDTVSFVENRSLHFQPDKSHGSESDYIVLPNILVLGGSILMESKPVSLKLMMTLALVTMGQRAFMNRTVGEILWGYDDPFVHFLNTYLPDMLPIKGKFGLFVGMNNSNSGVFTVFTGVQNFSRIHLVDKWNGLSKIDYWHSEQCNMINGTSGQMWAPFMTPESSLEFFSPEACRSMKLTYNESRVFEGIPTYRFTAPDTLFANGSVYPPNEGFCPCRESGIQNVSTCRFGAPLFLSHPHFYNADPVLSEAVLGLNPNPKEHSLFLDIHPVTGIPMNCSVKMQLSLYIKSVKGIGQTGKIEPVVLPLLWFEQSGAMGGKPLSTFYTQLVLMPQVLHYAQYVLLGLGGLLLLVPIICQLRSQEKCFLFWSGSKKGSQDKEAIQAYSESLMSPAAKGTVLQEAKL
Mot1-301 SUMO – blocks SUMOylation pathway, rescuing yeast Mot1-301 growth | S. cerevisiae Mot1-301 growth rescue, ATP luminescence, 38.5C; percent above DMSO median, 100 means doubled | growth rescue, % at 18.8 µM | 1% of 320,000 active;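 active means every valid replicate shows activation above 250% relative to neutral control wells; inactive means the rest, any valid replicate at or below 250%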;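 further: OY570 slx delta 5 strain wells were the positive control but not used for scaling; some compounds called inactive have numbers as strong as hits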
PKA-R2B activ – activates the human PKA-R2B holoenzyme complex; PKA-R2B holoenzyme dissociation, Cy5-IP20 fluorescence polarization; R2B truncated from residue 108, S112A mutant; 0% DMSO only, 100% 113 µM cGMP; activation, % at 11.4 µM; 0.079% of 340,000 active;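 active means activation above a cutoff set at the mean over all compounds plus 3 SD, cut at about 18% in these data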;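 further: higher means more holoenzyme dissociation and a rise in polarization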
Target sequence (P31323 whole entry, looked up, other chains not shown, the tested form may be a part): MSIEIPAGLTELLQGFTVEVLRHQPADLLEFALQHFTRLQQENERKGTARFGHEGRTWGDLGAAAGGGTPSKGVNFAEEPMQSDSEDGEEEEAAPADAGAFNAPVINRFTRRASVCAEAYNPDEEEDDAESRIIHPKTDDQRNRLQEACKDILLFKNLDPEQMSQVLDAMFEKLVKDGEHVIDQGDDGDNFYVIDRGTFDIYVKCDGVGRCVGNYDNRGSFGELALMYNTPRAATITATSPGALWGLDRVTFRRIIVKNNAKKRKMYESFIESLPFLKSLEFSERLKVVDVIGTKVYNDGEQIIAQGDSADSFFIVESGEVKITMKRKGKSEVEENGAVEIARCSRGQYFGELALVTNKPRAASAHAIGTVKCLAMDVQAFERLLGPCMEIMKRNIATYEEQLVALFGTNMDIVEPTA
SR-BI uptake up – activators of SR-BI mediated HDL lipid uptake. activation, % at 12.5 µM. 0.096% of 320,000 active. CHO ldlA[mSR-BI] cells, DiI-HDL uptake fluorescence, 3 h; 100 = double the neutral-control signal;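 active means mean replicate activation of at least 60% and every replicate at or above 60%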;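 further: 0% = median plate neutral-control signal and 100% = twice that signal; values of inactives mirror those of a sister screen read the other way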
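Assay system: CHO ldlA[mSR-BI] cells, LDL receptor-null, SR-BI overexpressing; medium: Ham's F12 with 0.5% BSA, HEPES 25 mM, pH 7.4; also added: DiI-HDL 10 µg/mL; timing: 3 h uptake period with compound, 37 °C; signal: DiI fluorescence, bottom read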
NSD2 HMT inh – blocks human histone methyltransferase NSD2 | 0.54% of 310,000 active | NSD2 peptide methylation, AlphaScreen, 120 min | AID 743445 | inhibition, % at 12.5 µM | O96028; in the data active means inhibition above about 50%
Active calls of the source: *; x = not tested or not shown; & = joins results of further samples.

SMILES	dFosB act	MITF act	CDK5 p35 inh	PKA-R1A activ	Pemphigus Ab inh	Arrestin-AP2 inh	SR-BI HDL uptake	Mot1-301 SUMO	PKA-R2B activ	SR-BI uptake up	NSD2 HMT inh
C#CCOCCOCCOCCNc1nc(N2CCOCC2)nc(N2CCN(C(=O)CCCCCCCCCCNC(=O)[C@H](CO)n3cc(CCCCCN)nn3)CC2)n1	-19	-5	-2.1	-3	119	5	55	-10	0	-55	x
CCc1nc(SCC(=O)N2CCCCCC2)c2c(=O)n(C)c(=O)n(C)c2n1	-14	-11	0.3	-13	103	-7	5	-3	-14	-5	-1
COc1ccc(-c2csc3nc[nH]c(=O)c23)cc1	4	18	-0.1	-7	104	33	6	-4	10	-6	-1
COc1ccc(C(C#N)Nc2ccccc2OC)cc1 (configuration not stated)	5	x	-1.3	8	x	-5	-1	5	-9	1	2
Cc1cc(SCC(=O)NN)c2cc(Br)ccc2n1	-18	-13	1.4	8	x	-3	41	38	7	-41	-6
COc1ccc(C(Nc2ccccn2)c2c(NC(=O)c3ccco3)sc(C)c2C)cc1 (configuration not stated)	-5	6	-0.3	-6	87	-7	-36	-10	-3	36	0
CC(C)CCNC(=O)CCn1c(=S)oc2ccccc21	0	-2	0.3	-6	98	-2	-28	4	-2	28	-4
CC(C)OC(=O)C1C(=O)CC(C)(O)C(C(=O)OC(C)C)C1c1cccc(O)c1 (configuration not stated)	3	x	0.3	-12	x	-9	6&17	71	-9	-6&-17	-1
CN(C)S(=O)(=O)c1ccc(NC(=O)CSc2ncnc3ccccc23)cc1	-20	-12	4.3	-14	82	3	-24	191	-1	24	-1
NC(=O)c1cc2cc(Cl)ccc2o/c1=N/NC(=O)c1cccs1	-15	21	0.9	-4	100	-18	9	139	-3	-9	-2
CCCCCn1c(=O)c2ccccc2n2c(CCl)nnc12	-3	-17	-4.9	7	103	1	-8	3	2	8	5
C[C@]12C=CC(=O)C=C1CC[C@@H]1C2C(O)C[C@@]2(C)C1CC[C@]2(O)C(=O)COC(=O)CCC(=O)NC(CC(=O)O)C(=O)O (some centres not stated)	0	-2	0.4	-4	100	48	x	-7	-5	x	-3
CCOc1ccc(NC(=O)c2ccc(N3CC4CC(C3)c3cccc(=O)n3C4)c(NC(=O)CCN3CCOCC3)c2)cc1 (configuration not stated)	4	-9	0.3	14	x	-16	-10	-14	-7	10	-2
O=C(Nc1cccc2ccccc12)C12CC3CC(C1)CC(n1cnc([N+](=O)[O-])n1)(C3)C2	-3	x	0.0	-10	x	18	-26	11	2	26	-1
Cc1cc([N+](=O)[O-])ccc1NC(=O)CSc1nncn1-c1ccccn1	13	4	-0.2	9	106	27	-5	737*	-2	5	-2
Cc1cc2c(NC(=O)CC(C)(C)CC(=O)O)cccc2nn1	-12	x	-2.0	7	106	33	-18	-5	13	18	31
COc1ccc(C2/C(=C(/O)c3ccccc3)C(=O)C(=O)N2C)cc1OC (configuration not stated)	-4	2	0.5	1	92	17	-7	-17	3	7	-1
O=C(Nc1ccc(F)c(F)c1)c1ccccc1	-5	47	-0.2	-11	93	-2	3	15	-10	-3	x
O=C(O)Cc1ccc(NS(=O)(=O)c2ccccc2Br)cc1	-4	-2	-2.7	3	93	5	x	7	2	x	-3
CCCCn1c(NCCN(C)C)nc2c1c(=O)[nH]c(=O)n2C	-2	-1	-1.0	-4	106	-6	-11	0	-2	11	3
Nc1nc(N)nc(-c2ccc(Oc3ccccc3)cc2)n1	2	21	3.1	-9	101	16	-4	21	-3	4	10
O=C(COC(=O)c1ccccn1)Nc1ncc(C(F)(F)F)cc1Cl	3	-13	0.4	-1	92	-3	-11	-1	1	11	-2
CCOc1ccc(-n2c(O)c(/C=N/Nc3nnc(C)c(=O)[nH]3)c3ccccc3c2=O)cc1	-12	-6	-1.5	0	101	-11	108*	-7	0	-108	3
O=C(O)CSc1nnc(COc2ccccc2)n1-c1ccccc1	-3	-7	0.5	2	118	12	-1	3	-5	1	0
Cc1nn(C)c(C)c1CCC(=O)O	11	5	0.2	12	98	33	-21	396	1	21	31
COc1ccccc1CCC(=O)OCC(=O)NC1CCCC1	7	-11	0.5	3	94	-10	-7	1	-7	7	0
COc1ccccc1C(=O)NC(=O)COC(=O)CCOc1cc(C)ccc1C	-10	-4	0.8	0	108	5	-32	69	3	32	-1
Cc1onc(-c2ccccc2)c1C(O)c1ccc(F)cc1 (configuration not stated)	9	-2	-0.4	-2	100	5	15	11	0	-15	0
CN(C)c1ccc(S(=O)(=O)N2CCCCC2)cc1NC(=O)CCNC(=O)c1ccccc1Cl	-2	-1	-1.2	-18	x	-2	37	x	-10	-37	5
C/C(Cn1nnc([N+](=O)[O-])n1)=N\NC(=O)c1ccc(O)cc1	-4	-1	-0.5	6	102	12	-28	-17	4	28	0
COc1ccc(-c2cc(C(=O)Nc3cc(C)on3)no2)cc1OC	0	-1	1.6	3	96	-7	x	5	0	x	-1
O=C(NCCc1cnc[nH]1)c1cccs1	-5	0	-0.2	4	95	-4	-18	-4	-7	18	-4
CC1CCC2(CC1)NC(=O)N(CC(=O)N1CCN(C(=O)c3ccco3)CC1)C2=O (configuration not stated)	-3	-4	0.1	9	102	1	-1	-31	2	1	-3
NC(=O)c1ccc(-n2nnnc2SCC(=O)Nc2ccccc2)cc1	0	x	-0.1	9	114	5	-1	170	-4	1	47
Cc1ccsc1C(=O)OCC(=O)Nc1cccc(F)c1	4	66	1.2	-6	100	27	-14	33	2	14	2
Cc1ccc(NC(=O)CCNS(=O)(=O)c2ccc3[nH]c(=O)oc3c2)cc1N(C)C	5	-1	-1.2	5	x	-4	-17	-2	7	17	-1
O=C(CCNS(=O)(=O)c1ccc(Br)cc1)NCCc1ccc(Cl)cc1	-4	-1	-0.4	3	104	-3	-11	24	-4	11	-2
CC(Oc1ccc(Cl)cc1Cl)C(=O)NCCCn1ccnc1 (configuration not stated)	-13	17	-0.8	-6	99	7	8	-2	1	-8	-1
COc1ccc(-c2csc(NC(=O)CCCc3nc4ccccc4c(=O)[nH]3)n2)cc1OC	-4	-9	0.4	7	96	19	23	15	6	-23	0
CC(OC(=O)c1ccncc1)C(=O)Nc1cccc([N+](=O)[O-])c1 (configuration not stated)	-6	-6	0.2	-1	104	-5	-11	0	-5	11	-11
Cc1nn(Cc2ccc(Cl)cc2Cl)c(C)c1NC(=O)c1sc2ccccc2c1Cl	3	-7	-0.1	-2	x	-3	35	-1	-6	-35	-2
CSc1ccc(/C=N/n2c(C)nc3ccccc3c2=O)cc1	11	14	0.5	-8	93	-4	-10	x	-2	10	-3
CCN(CC)CCn1c(C)nc2ccccc21	0	-2	1.0	6	100	8	-24	11	4	24	1
CCOC(=O)c1c(C)oc2c1c1c(c3ccccc32)OCN(Cc2cccnc2)C1	-1	27	2.8	-8	117	-10	7	x	-7	-7	x
Cc1ccc(S(=O)(=O)N2CCCN(C(=O)c3cc4ccccc4[nH]3)CC2)cc1	-5	-14	0.1	8	119	-6	-1	-3	2	1	1

2 compounds drawn at random from those above, as already listed:
SMILES	dFosB act	MITF act	CDK5 p35 inh	PKA-R1A activ	Pemphigus Ab inh	Arrestin-AP2 inh	SR-BI HDL uptake	Mot1-301 SUMO	PKA-R2B activ	SR-BI uptake up	NSD2 HMT inh
Cc1ccc(S(=O)(=O)N2CCCN(C(=O)c3cc4ccccc4[nH]3)CC2)cc1	-5	-14	0.1	8	119	-6	-1	-3	2	1	1
CCN(CC)CCn1c(C)nc2ccccc21	0	-2	1.0	6	100	8	-24	11	4	24	1

New compounds follow
SMILES	dFosB act	MITF act	CDK5 p35 inh	PKA-R1A activ	Pemphigus Ab inh	Arrestin-AP2 inh	SR-BI HDL uptake	Mot1-301 SUMO	PKA-R2B activ	SR-BI uptake up	NSD2 HMT inh
COc1ccc(CCNC(=S)N2CCN(S(=O)(=O)c3ccc(F)cc3)CC2)cc1	6	4	1.9	-5	63*	-8	-1	3	-8	1	0
O=C1Nc2ccccc2C1=Nc1ccc(-c2nnc3n2CCCCC3)cc1	1&-3	2&-11	-1.2&3.5	-2&3	104&105	8&6	-21&5	17	5&-3	21&-5	2&-2
COc1nc(-c2ccc3c(c2)OCO3)n(-c2ccc(NC(=O)CSc3ccccc3)cc2)n1	-4	10	0.6	3	105	7	36	-10	2	-36	x
CC1=NC(C)(C)CC2CCC(O)C12 (configuration not stated)	-3	6	-0.8	0	96	-5	-26	x	-2	26	-1
Cc1ccc(/C=C/C(=O)OCC(=O)NCc2ccccc2)o1	0	3	-0.3	0	x	-6	-15	x	0	15	1
COc1ccc(O)c(CN2CCCC(N3CCN(c4ccc(F)cc4)CC3)C2)c1 (configuration not stated)	-8	-4	-1.2	-3	110	-10	x	-5	-4	x	24
CCOCCCNC(=O)/C(C#N)=C/c1cc(Br)c(O)c(Br)c1	-7	-18	8.4	-9	86	14	x	x	-4	x	x
Cc1ccc(C(C(=O)NCC2CCCO2)N(C(=O)c2snc(C(N)=O)c2N)c2ccc3c(c2)OCCO3)cc1 (configuration not stated)	3	-15	0.4	-26	91	8	-9	-4	-13	9	-1
Cc1ncoc1C(=O)N1CCc2c([nH]c3ccccc23)C1c1ccccc1F (configuration not stated)	-9	-3	0.0	-5	111	0	1	-10	-6	-1	3
CC(=O)NCc1ccc(S(=O)(=O)N2CCN(c3ccccn3)CC2)cc1	7	-2	-6.5	-1	109	-3	-15	-22	3	15	1
COCC(=O)N(Cc1cc2ccc(C)c(C)c2n2nnnc12)C1CCCC1	-4	1	2.1	-3	97	46	19	-9	1	-19	-1
Cc1ccc(-c2nnn(CC(=O)N(c3ccc(F)cc3)C(C(=O)NC3CCCC3)c3ccco3)n2)o1 (configuration not stated)	5	10	-1.2	-3	97	-8	0	15	-7	0	-4
COCCC(=O)N1CCC(Oc2ccc(C(=O)NCc3ncc(C)[nH]3)cc2)CC1	-1	-4	0.6	-3	99	21	-20	-4	4	20	-1
Cc1cccc(OCC(=O)Nc2ccc(C(=O)Nc3ccccc3C(=O)O)cc2)c1C	-10	-4	-0.6	-1	108	26	-7	-11	-12	7	x
CC[N+]1(C)CC2CCC(C)(C1)C2(C)C (configuration not stated)	-4	-3	-0.1	11	96	-8	-8	344	-5	17	0

From PubChem

Rows are unselected; 4.7% or so of the library scored in one or more.
